Compound activity deposited in PubChem by several laboratories.
SARS 3CLpro inh = SARS-CoV 3CLpro protease inhibitors, primary screen, biochemical, quenched FRET. Replicase polyprotein 1ab (Severe acute respiratory syndrome coronavirus), P0C6X7. recombinant SARS-CoV 3CLpro, quenched FRET peptide cleavage. inhibition, % at 6 µM. actives 0.14% (n = 290,000). AID 1706, 2009; in the data active = inhibition above about 12%
PriA SSB inh = inhibitors of Klebsiella pneumoniae PriA binding to SSB C-terminal tail, primary screen, biochemical, AlphaScreen; PriA–SSB C-terminal tail interaction (Klebsiella pneumoniae); AlphaScreen SSBct-PriA binding, biotinylated peptide; inhibition, % at 33 µM; actives 0.6% (n = 430,000); in the data active = inhibition mostly above about 37%, no sharp cut-off; inactive = mostly below about 20%;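 note: plate controls were negative control peptide for no effect and reference peptide for full effect; strong numbers were not always called active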
DUSP3 inh = VHR1 phosphatase inhibitors, primary screen, biochemical, absorbance, uHTS; actives 0.52% (n = 290,000); recombinant VHR phosphatase, pNPP absorbance; inhibition, % at 13.3 µM; Dual specificity protein phosphatase 3 (Homo sapiens), P51452; in the data active = inhibition above about 50%; note: some compounds called inactive have numbers as strong as hits
Target sequence (P51452 whole entry, looked up): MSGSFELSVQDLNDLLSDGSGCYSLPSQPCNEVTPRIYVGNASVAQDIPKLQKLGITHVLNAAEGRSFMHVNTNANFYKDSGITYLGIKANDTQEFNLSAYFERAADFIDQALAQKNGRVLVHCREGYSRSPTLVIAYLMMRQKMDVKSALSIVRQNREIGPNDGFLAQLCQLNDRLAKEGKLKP
Anthrax LF prot = Bacillus anthracis LF protease inhibitors, primary screen, biochemical, multiplex microsphere, MLPCN library | Lethal factor (Bacillus anthracis), P15917 | multiplex microsphere protease cleavage assay | inhibition, % at 10 µM | actives 0.12% (n = 360,000); note: plate controls were buffer without enzyme for full effect and enzyme alone for no effect
BoNT-F LC inh = BoNT/F light chain protease inhibitors, primary screen, biochemical, flow cytometry, MLPCN library; Botulinum neurotoxin type F light chain protease (Clostridium botulinum); Multiplex microsphere protease cleavage assay; inhibition, % at 10 µM; actives 0.22% (n = 360,000); in the data active = inhibition above about 35%, passing the limit was not always enough; inconclusive = no clear call, values can overlap the other calls; note: plate controls were buffer without enzyme for full effect and enzyme alone for no effect
Rv3671c protease = Rv3671c serine protease inhibitors, primary screen, biochemical, fluorescence polarization, M. tuberculosis H37Rv. actives 0.048% (n = 320,000). inhibition, % at 5.96 µM; in the data active = inhibition above about 38%;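 note: extracellular domain of Rv3671c used as enzyme; 0% = enzyme with DMSO and 100% = no enzyme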
Target sequence (P9WHR9 whole entry, looked up, the tested form may be a part): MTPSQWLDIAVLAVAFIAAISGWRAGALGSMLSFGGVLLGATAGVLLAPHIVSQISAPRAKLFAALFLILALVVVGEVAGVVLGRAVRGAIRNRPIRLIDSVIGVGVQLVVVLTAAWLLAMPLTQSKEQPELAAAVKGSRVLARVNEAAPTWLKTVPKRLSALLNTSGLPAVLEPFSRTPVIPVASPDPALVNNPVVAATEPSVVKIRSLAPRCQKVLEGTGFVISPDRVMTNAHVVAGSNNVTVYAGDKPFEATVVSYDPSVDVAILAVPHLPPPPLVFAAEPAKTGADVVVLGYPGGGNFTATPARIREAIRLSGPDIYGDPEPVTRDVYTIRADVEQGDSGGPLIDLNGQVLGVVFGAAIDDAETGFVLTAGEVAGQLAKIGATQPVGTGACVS
PrPC surface inh = inhibitors of human cell surface prion protein PrPC, primary screen, cell-based, TR-FRET; Major prion protein (Homo sapiens), P04156; TR-FRET read-out; inhibition, % at 13.8 µM; actives 0.43% (n = 370,000); AID 720596, 2013; in the data active = inhibition above about 24%; note: 0% = median of the test wells and 100% = reference compound wells
BoNT-A LC inh2 = BoNT/A light chain protease inhibitors, primary screen, biochemical, flow cytometry, MLPCN library; actives 0.17% (n = 360,000); Botulinum neurotoxin type A light chain protease (Clostridium botulinum A str. ATCC 3502); multiplex microsphere protease substrate cleavage; inhibition, % at 10 µM; note: plate controls were buffer without enzyme for full effect and enzyme alone for no effect
MazEF act = activators of E. coli MazEF toxin-antitoxin RNase, primary screen, biochemical, fluorescence, uHTS. Endoribonuclease toxin MazF (Escherichia coli (strain K12)), P0AE70. FAM/BHQ RNA-DNA oligo cleavage fluorescence, 5 h. activation, % at 20 µM. actives 0.32% (n = 350,000). AID 504720, 2011; in the data active = activation above about 50%
Target sequence (P0AE70 whole entry, looked up): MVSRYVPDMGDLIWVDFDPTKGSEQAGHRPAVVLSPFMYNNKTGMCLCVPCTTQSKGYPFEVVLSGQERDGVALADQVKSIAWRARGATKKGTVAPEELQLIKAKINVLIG
CCHF vOTU inh = CCHFV vOTU protease inhibitors, primary screen, biochemical, Pep-AMC substrate, fluorescence | AID 651958, 2012 | Crimean-Congo hemorrhagic fever virus L polyprotein viral ovarian tumor (vOTU) protease … | inhibition, % at 11.5 µM | actives 0.55% (n = 370,000); in the data active = inhibition above about 30%; note: 0% = vehicle wells with enzyme and 100% = no enzyme wells
* = called active by the depositor. Cut-off read from the data, not from the text of the source, unless noted: active = inhibition above about 30%; inconclusive = no clear call, values can overlap the other calls; inactive = below that. Not all compounds are listed; rates above refer to the full screens.

What do the screens show for `COc1ccc(CCN2C(=O)CC(C(N)=O)SC2=Nc2ccccc2)cc1OC` (centres undefined)?
SARS 3CLpro inh: -7; PriA SSB inh: 3; DUSP3 inh: 15; Anthrax LF prot: 1; BoNT-F LC inh: -3; Rv3671c protease: 2; PrPC surface inh: 1; BoNT-A LC inh2: -0.3; MazEF act: 5; CCHF vOTU inh: 5

What do the screens show for `CCOC(=O)CN(C(=O)CSc1nnc(CNc2ccc(F)cc2)o1)c1ccccc1`?
SARS 3CLpro inh: -3; PriA SSB inh: -3; DUSP3 inh: 17; Anthrax LF prot: -4; BoNT-F LC inh: 1; Rv3671c protease: 9; PrPC surface inh: 4; BoNT-A LC inh2: 2.9; MazEF act: -4; CCHF vOTU inh: 4

How did Cc1ccc(OC(=O)CCC(=O)NC(C)c2ccccc2)cc1 (centres undefined) do in these assays?
SARS 3CLpro inh: -2; PriA SSB inh: -12; DUSP3 inh: -1; Anthrax LF prot: 0; BoNT-F LC inh: -2; Rv3671c protease: -7; PrPC surface inh: 5; BoNT-A LC inh2: 0.4; MazEF act: 6; CCHF vOTU inh: 2

How did CN1CCC(NC(=O)C2(C)CCN2Cc2ccc3ccccc3c2)CC1 (centres undefined) do in these assays?
Anthrax LF prot: 0; BoNT-F LC inh: -6; PrPC surface inh: 8; BoNT-A LC inh2: -0.9; CCHF vOTU inh: -2

How did Cc1ccc2c(c1)N(CC(=O)N1CCOCC1)C(=O)CO2 do in these assays?
SARS 3CLpro inh: 2; PriA SSB inh: 11; DUSP3 inh: -20; Anthrax LF prot: 1; BoNT-F LC inh: -1; Rv3671c protease: 4; PrPC surface inh: -3; BoNT-A LC inh2: 0.1; MazEF act: 8; CCHF vOTU inh: -1

How did Cc1cccc(NC(=O)N[C@@H](C)C(=O)O)c1 do in these assays?
SARS 3CLpro inh: -4; PriA SSB inh: -1; DUSP3 inh: -8; Anthrax LF prot: 2; BoNT-F LC inh: 0; Rv3671c protease: -15; PrPC surface inh: 3; BoNT-A LC inh2: -0.1; MazEF act: 9; CCHF vOTU inh: 10

What do the screens show for `COc1ccc([N+](=O)[O-])cc1/C=N/NC(=O)c1nonc1N`?
SARS 3CLpro inh: 4; DUSP3 inh: 22; Anthrax LF prot: -2; BoNT-F LC inh: -2; Rv3671c protease: 5; PrPC surface inh: 4; BoNT-A LC inh2: -0.8; MazEF act: 7; CCHF vOTU inh: 6

What do the screens show for `COc1ccc(CCNCc2cc(OC)cc(OC)c2)cc1`?
Anthrax LF prot: -4; BoNT-F LC inh: -5; PrPC surface inh: 2; BoNT-A LC inh2: -0.2; MazEF act: 9; CCHF vOTU inh: 6

What do the screens show for `O=C(NCCCC(NC(=O)OCc1ccccc1)C(=O)O)OCc1ccccc1` (centres undefined)?
SARS 3CLpro inh: 1; PriA SSB inh: -16; DUSP3 inh: -9; Anthrax LF prot: -8; BoNT-F LC inh: inconclusive; Rv3671c protease: -3; PrPC surface inh: -4; BoNT-A LC inh2: -7.2; MazEF act: 7; CCHF vOTU inh: 11

What do the screens show for `O=C(CSc1nc2ccc(Cl)cc2[nH]1)Nc1ccc2[nH]c(=O)[nH]c2c1`?
PriA SSB inh: -5; Anthrax LF prot: -1; BoNT-F LC inh: 4; Rv3671c protease: -2; PrPC surface inh: 0; BoNT-A LC inh2: 5.3; MazEF act: -7; CCHF vOTU inh: 12

Overlap with the part before: 2 compounds; new compounds follow.
What do the screens show for `O=C(NCCCC(NC(=O)OCc1ccccc1)C(=O)O)OCc1ccccc1` (centres undefined)?
SARS 3CLpro inh: 1; PriA SSB inh: -16; DUSP3 inh: -9; Anthrax LF prot: -8; BoNT-F LC inh: inconclusive; Rv3671c protease: -3; PrPC surface inh: -4; BoNT-A LC inh2: -7.2; MazEF act: 7; CCHF vOTU inh: 11

What do the screens show for `O=C(CSc1nc2ccc(Cl)cc2[nH]1)Nc1ccc2[nH]c(=O)[nH]c2c1`?
PriA SSB inh: -5; Anthrax LF prot: -1; BoNT-F LC inh: 4; Rv3671c protease: -2; PrPC surface inh: 0; BoNT-A LC inh2: 5.3; MazEF act: -7; CCHF vOTU inh: 12

What do the screens show for `CC(C)C[C@H](NC(=O)c1nc[nH]c1C(=O)NC(c1ccccc1)c1ccccc1)C(=O)OC(C)(C)C`?
SARS 3CLpro inh: 8; PriA SSB inh: -23; DUSP3 inh: 10; Anthrax LF prot: -7; BoNT-F LC inh: -10; Rv3671c protease: -37; PrPC surface inh: 13; BoNT-A LC inh2: -1.2; MazEF act: -2; CCHF vOTU inh: 18

What do the screens show for `C#CCOCCOCCOCCNc1nc(N2CCN(C(=O)CCCCCCCCCCNC(=O)[C@H](CO)n3cc(CCCSC)nn3)CC2)nc(N2CCN(C(=O)CCCCCCCCCCNC(=O)[C@H](CCCN=C(N)N)n3cc(C[C@@H](C)CC)nn3)CC2)n1`?
PriA SSB inh: 11; Anthrax LF prot: -19; BoNT-F LC inh: -57; Rv3671c protease: -94; BoNT-A LC inh2: -1.2; MazEF act: -301

Results for COC(=O)c1ccccc1NC(=O)CN1CCc2ccccc2C1 ?
SARS 3CLpro inh: -5; PriA SSB inh: -42; DUSP3 inh: 18; Anthrax LF prot: -9; BoNT-F LC inh: -16; Rv3671c protease: 0; PrPC surface inh: 9; BoNT-A LC inh2: -1.4; MazEF act: -6; CCHF vOTU inh: 10

What do the screens show for `Cc1nn(-c2cccc(Cl)c2)c2nc(-c3ccco3)cc(C(=O)O)c12`?
SARS 3CLpro inh: 6; PriA SSB inh: -5; DUSP3 inh: -12; Rv3671c protease: -4; PrPC surface inh: -3; MazEF act: -4; CCHF vOTU inh: -7

Results for COc1cccc(NC(=O)C2C3C=CC4(O3)C2C(=O)N(CCCN2CCCCC2)C4C(=O)NC2CCCCC2)c1 (centres undefined) ?
SARS 3CLpro inh: -7; PriA SSB inh: -4; DUSP3 inh: 10; Anthrax LF prot: -1; BoNT-F LC inh: 0; Rv3671c protease: -9; PrPC surface inh: 3; BoNT-A LC inh2: -3.0; MazEF act: -9; CCHF vOTU inh: 2

How did CC(C)[C@H](NC(=O)Nc1cccc(Br)c1)C(=O)O do in these assays?
SARS 3CLpro inh: 3; PriA SSB inh: -13; DUSP3 inh: 10; Anthrax LF prot: -1; BoNT-F LC inh: 2; Rv3671c protease: -3; PrPC surface inh: 5; BoNT-A LC inh2: -0.2; MazEF act: -16; CCHF vOTU inh: -2

How did COc1ccc(N2CCN(C(=O)CCCn3c(=S)[nH]c4cc5c(cc4c3=O)OCO5)CC2)cc1 do in these assays?
SARS 3CLpro inh: -3; PriA SSB inh: 15; DUSP3 inh: 15; Anthrax LF prot: -7; BoNT-F LC inh: -3; Rv3671c protease: -1; PrPC surface inh: 7; BoNT-A LC inh2: -0.2; MazEF act: 1; CCHF vOTU inh: 1

Results for COc1ccc(C(=O)NN2CCCCC2)cc1OC ?
SARS 3CLpro inh: 1; PriA SSB inh: 5; DUSP3 inh: -2; Anthrax LF prot: 2; BoNT-F LC inh: 2; Rv3671c protease: 0; PrPC surface inh: 10; BoNT-A LC inh2: inconclusive; MazEF act: 1; CCHF vOTU inh: -8

What do the screens show for `CC(C)(C)c1ccc(C(=O)NC(=S)N2CCOCC2)cc1`?
SARS 3CLpro inh: -1; PriA SSB inh: 2; DUSP3 inh: 33; Anthrax LF prot: -4; BoNT-F LC inh: -2; Rv3671c protease: -5; PrPC surface inh: 6; BoNT-A LC inh2: 0.1; MazEF act: 9; CCHF vOTU inh: -4

How did O=C(Nc1ccccc1N1CCOCC1)c1cccc(S(=O)(=O)Nc2ccccc2F)c1 do in these assays?
PriA SSB inh: -6; Anthrax LF prot: -4; BoNT-F LC inh: -3; Rv3671c protease: 0; PrPC surface inh: 8; BoNT-A LC inh2: -2.6; MazEF act: 2; CCHF vOTU inh: 2

How did CS(=O)(=O)N(CC(=O)N1CCN(Cc2ccc3c(c2)OCO3)CC1)C1CCCCC1 do in these assays?
SARS 3CLpro inh: 2; PriA SSB inh: 2; DUSP3 inh: 22; Anthrax LF prot: -5; BoNT-F LC inh: 5; Rv3671c protease: -3; PrPC surface inh: -5; BoNT-A LC inh2: 0.4; MazEF act: 6; CCHF vOTU inh: -8

Results for Cc1cc(NC(=O)CSc2ccc3nnc(-c4ccc(Cl)cc4)n3n2)no1 ?
SARS 3CLpro inh: 1; PriA SSB inh: -14; DUSP3 inh: 18; Anthrax LF prot: -10; BoNT-F LC inh: 6; Rv3671c protease: -12; PrPC surface inh: -10; BoNT-A LC inh2: 0.1; MazEF act: 6; CCHF vOTU inh: 0

How did COC(=O)[C@H]1C[C@H](OC(=O)NCc2ccccc2)[C@@]2(O)CN(S(=O)(=O)c3ccc(C)cc3)CC2[C@H]1C(=O)OC (some centres undefined) do in these assays?
Anthrax LF prot: -4; BoNT-F LC inh: -5; PrPC surface inh: 2; BoNT-A LC inh2: -0.5; MazEF act: 4; CCHF vOTU inh: 5

How did COc1ccc(C(=O)/C(=C/O)N=Nc2ccc(F)cc2)cc1 do in these assays?
SARS 3CLpro inh: -2; DUSP3 inh: 9; Anthrax LF prot: 1; BoNT-F LC inh: 1; Rv3671c protease: -7; PrPC surface inh: 4; BoNT-A LC inh2: -1.1; MazEF act: 5; CCHF vOTU inh: -1

What do the screens show for `Cc1ccc(C#N)c(SCc2ccccc2[N+](=O)[O-])n1`?
SARS 3CLpro inh: -3; PriA SSB inh: 3; DUSP3 inh: 11; Anthrax LF prot: 1; BoNT-F LC inh: -8; Rv3671c protease: -17; PrPC surface inh: 4; BoNT-A LC inh2: -2.0; MazEF act: 1; CCHF vOTU inh: 0

Results for COc1cccc(/C=N/N(C)C2=NS(=O)(=O)c3ccccc32)c1O ?
SARS 3CLpro inh: 0; DUSP3 inh: 3; Anthrax LF prot: -14; BoNT-F LC inh: -6; Rv3671c protease: -4; PrPC surface inh: 8; BoNT-A LC inh2: -1.4; MazEF act: 4; CCHF vOTU inh: 11

What do the screens show for `Cc1ccc(S(=O)(=O)NC(=O)c2cc(C)n(CCCN3CCOCC3)c2C)cc1`?
SARS 3CLpro inh: -2; PriA SSB inh: 0; DUSP3 inh: -16; Anthrax LF prot: -7; BoNT-F LC inh: -8; Rv3671c protease: -4; PrPC surface inh: 3; BoNT-A LC inh2: 0.1; MazEF act: 0; CCHF vOTU inh: 9

Results for COc1cc(-c2nc(S(=O)(=O)c3ccc(Cl)cc3)c(N(C)C)o2)cc(OC)c1OC ?
SARS 3CLpro inh: 2; PriA SSB inh: -5; DUSP3 inh: 18; Anthrax LF prot: 0; BoNT-F LC inh: -10; Rv3671c protease: 4; PrPC surface inh: -2; BoNT-A LC inh2: -0.1; MazEF act: 5; CCHF vOTU inh: 3

Results for Cc1cccc(C(=O)N2CCCC(N3CCN(c4ccccc4)CC3)C2)n1 (centres undefined) ?
SARS 3CLpro inh: 4; PriA SSB inh: 3; DUSP3 inh: 2; Anthrax LF prot: -1; BoNT-F LC inh: 5; Rv3671c protease: 6; PrPC surface inh: 6; BoNT-A LC inh2: 1.6; MazEF act: 7; CCHF vOTU inh: 6
